PTK2B oligo ant: antagonists of human Pyk2 oligomerization; Q14289; Q293 cells, Pyk2 FERM NanoBiT luminescence; active compounds read low; z-score (the deposit names both 25 µM and 10 µM); 0.83% of 99,000 active; AID 1347419;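 active = Z-score of -3 or lower, scaled per plate to the spread of control and sample wells; inactive = z-score above -3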;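 note: negative z-score means lost luminescence so less FERM oligomerization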
Target sequence (Q14289 whole entry, looked up): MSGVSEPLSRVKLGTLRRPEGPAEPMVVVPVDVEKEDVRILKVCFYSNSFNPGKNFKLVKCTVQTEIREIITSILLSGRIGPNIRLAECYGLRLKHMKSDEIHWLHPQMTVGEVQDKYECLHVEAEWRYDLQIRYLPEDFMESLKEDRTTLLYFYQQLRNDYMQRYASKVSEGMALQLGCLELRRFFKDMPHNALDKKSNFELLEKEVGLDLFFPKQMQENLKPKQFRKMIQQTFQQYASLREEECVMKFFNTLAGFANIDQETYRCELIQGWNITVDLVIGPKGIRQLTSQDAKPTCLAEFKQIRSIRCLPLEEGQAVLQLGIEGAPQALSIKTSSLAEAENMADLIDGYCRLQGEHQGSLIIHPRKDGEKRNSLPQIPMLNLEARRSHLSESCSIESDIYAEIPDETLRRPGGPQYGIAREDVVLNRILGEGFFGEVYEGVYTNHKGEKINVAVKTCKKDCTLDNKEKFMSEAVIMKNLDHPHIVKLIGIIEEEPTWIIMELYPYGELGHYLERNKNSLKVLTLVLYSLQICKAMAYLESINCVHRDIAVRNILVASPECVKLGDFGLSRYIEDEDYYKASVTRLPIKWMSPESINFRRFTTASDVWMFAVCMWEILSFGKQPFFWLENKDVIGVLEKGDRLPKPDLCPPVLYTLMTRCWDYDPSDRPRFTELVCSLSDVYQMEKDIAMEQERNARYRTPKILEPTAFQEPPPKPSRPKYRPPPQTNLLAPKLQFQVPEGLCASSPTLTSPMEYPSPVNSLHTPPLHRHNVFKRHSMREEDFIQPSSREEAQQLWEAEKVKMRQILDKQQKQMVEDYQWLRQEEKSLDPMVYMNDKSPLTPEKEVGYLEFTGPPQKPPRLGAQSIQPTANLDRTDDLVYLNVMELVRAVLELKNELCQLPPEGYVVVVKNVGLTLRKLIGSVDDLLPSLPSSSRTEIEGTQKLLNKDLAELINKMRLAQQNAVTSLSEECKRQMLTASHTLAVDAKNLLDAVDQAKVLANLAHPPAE
Smad3 inh: blocks human Smad3 binding to FoxH1 peptide | P84022 | TR-FRET Smad3/Dy647-FoxH1 peptide binding, europium anti-His | inhibition, % at 25 µM | 0.29% of 88,000 active | AID 630;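 active = compounds that reduce the energy-transfer binding signal between the protein and its labelled peptide by more than half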;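 note: 0% = Smad3 plus labelled peptide maximal FRET and 100% = peptide-only background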
Lung fibro prol: blocks proliferation of human lung fibroblasts | LL 47 human lung fibroblast viability, ATP luminescence; active compounds read low | 1.1% of 85,000 active | viability, % at 10 µM;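 active = viability at or below 50% in the single dose screen; inactive = viability above 50%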;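 note: compound exposure lasted 72 h before the ATP readout; 100% = median luminescence of untreated cell-only wells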
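Material: human lung fibroblast line LL 47, low passage; Evaluation: viability percentage against median untreated-cell control; Buffer or medium: 15% FBS in IMEM; Incubation: 72 h compound exposure at 37 °C after overnight plating; Dosing: 0.1% DMSO in all compound wells; Measured by: CellTiter-Glo luminescence.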
HUVEC inhibit: inhibitors of human endothelial cell proliferation | HUVEC proliferation, CellTiter-Glo luminescence, 72 h; active compounds read low | viability, % at 10 µM (by protocol) | 1.1% of 86,000 active | AID 648;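 active = viability at or below 30%; inactive = viability above 30%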;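 note: 100% = median luminescence of DMSO-only cell control wells on each plate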
H69AR growth 86K: growth inhibitors of human H69AR lung tumor cells. H69AR lung tumor viability, ATP luminescence, 72 h; active compounds read low. viability, % at 10 µM. 6% of 85,000 active. AID 598;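 active = viability at or below 40%; inactive = viability above 40%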;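 note: multidrug resistant small cell line overexpressing MRP-1 efflux transporter; 100% = mean luminescence of untreated control wells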
cytoskel mod: alters cytoskeleton assembly in HUVEC cells | HUVEC TNFa F-actin phalloidin imaging, high content | inhibition, % at 2 µM | 0.18% of 91,000 active | AID 836;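 active = inhibition above the batch mean plus 3 SD and confirmed as a hit by visual image inspection, cut at about 30% in these data, passing the limit was not always enough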; note: strong numbers were not always called active
TNFa cytotox: HUVEC cytotoxicity counter-screen, TNF alpha stimulated; HUVEC TNFalpha-stimulated, Hoechst cell count, imaging; cell count reduction, % at 2 µM; 0.17% of 93,000 active; AID 848;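 active = cell count reduction exceeding the screen mean by over 5 SD, scaled to untreated wells per plate, cut at about 78% in these data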;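 note: cells counted after 24 h of TNF alpha exposure following the 1 h pretreatment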
VCAM1 TNFa inh: reduces TNF alpha induced VCAM1 expression in HUVEC | 0.48% of 95,000 active | HUVEC TNFa-induced VCAM-1 immunofluorescence, high-content imaging | AID 802 | inhibition, % at 2 µM;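 active = inhibition above the batch mean plus 3 SD, with images confirmed as a hit by eye, cut at about 37% in these data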;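 note: 0% = TNF-stimulated DMSO wells and 100% = unstimulated control wells; not every result past the cut was called active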
HUVEC tox IL1B: HUVEC cytotoxicity counter-screen, IL-1B stimulated; HUVEC cell count loss, Hoechst imaging; cell count reduction, % at 2 µM; 0.41% of 94,000 active; AID 845;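 active = cell count reduction more than 3 SD above the screen-wide mean, cut at about 70% in these data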;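 note: normalized per plate to untreated control cells as the no-loss baseline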
* hit, by the source's call; · = not tested or not shown; [ ] = another dose, or the depositor's remark. A portion of the library. The share of hits here may be higher or lower than overall.

item	Compound	VCAM1 TNFa inh	PTK2B oligo ant	H69AR growth 86K	cytoskel mod	HUVEC tox IL1B	Smad3 inh	HUVEC inhibit	Lung fibro prol	TNFa cytotox
1	NC(=O)C1CC(O)CN1c1nc(CN2CCOCC2)nc2scc(-c3ccccc3)c12 (stereo not drawn)	-0.9	1.98	98.3	18.1	29.7	2.1	97.4	99.8	-9.2
2	Cc1ccc(C(=O)OCC(=O)Nc2ccccc2N2CCOCC2)cc1	-15.1	-0.22	69.5	-2.8	-17.0	-10.6	82.3	89.0	-18.2
3	COc1cc(C(=O)Nc2ccc(OCC(=O)O)cc2)cc(OC)c1OC	·	3.09	99.8	·	·	4.8	97.2	101.3	·
4	Cc1cc(C)c(S(=O)(=O)c2ccccc2C(=O)O)c(C)c1	0.4	1.17	95.8	-4.4	2.6	-3.2	107.7	116.5	·
5	Nc1nc(-c2ccccc2)cn1N	11.4	1.02	·	24.4	11.4	·	·	·	-23.0
6	Cc1cc(NC(=O)COc2ccc(N(C)S(=O)(=O)c3ccccc3)cc2)no1	-0.3	0.82	95.4	-4.3	-1.4	6.4	109.3	106.0	-17.5
7	COc1ccc(-n2nc(C(=O)NCC(=O)NCC3CCCO3)c3ccccc3c2=O)cc1Cl (stereo not drawn)	8.7	-0.12	·	6.4	-14.9	·	·	·	3.8
8	Cc1cc2nc(N)sc2cc1[N+](=O)[O-]	-10.4	0.42	·	-4.7	3.3	·	·	·	-16.7
9	O=C(NC1CCCCC1)C(c1ccccc1)N1CCOCC1 (stereo not drawn)	-3.8	1.82	86.5	·	-39.6	-12.2	115.3	108.4	-21.3
10	COc1ccc(NC(=O)c2cc(C(C)C)on2)c(OC)c1	-0.1	·	86.8	0.4	4.7	4.8	96.7	95.3	-8.5
11	CN1C(=O)CC(N2CCC(C(N)=O)(N3CCCCC3)CC2)C1=O (stereo not drawn)	2.6	1.27	100.5	10.0	-11.8	1.5	101.9	91.0	-13.4
12	Cc1ccccc1-c1nnc(SCC(=O)Nc2cccc(C)c2C)o1	-23.4	1.24	·	4.7	-2.3	-30.9	106.4	96.6	17.4
13	Cc1ccc(Cn2ccc(NC(=O)c3cc(C(C)C)on3)n2)cc1	-3.8	·	95.0	4.8	-76.5	5.4	96.5	97.2	-17.1
14	Cc1cc(C(F)(F)F)nc(SCC(=O)NC2CC3CCC2C3)n1 (stereo not drawn)	-7.6	-0.02	94.8	24.3	-6.2	8.4	101.5	98.0	-3.4
15	Cc1cc(C)cc(N(CC(=O)Nc2c(C)n(C)n(-c3ccccc3)c2=O)S(C)(=O)=O)c1	8.8	-0.13	93.1	49.3	-2.2	-1.9	89.1	102.5	-29.0
16	CCC1Oc2ccc(C)cc2N(CC(=O)NCc2ccccc2OC)C1=O (stereo not drawn)	-14.4	-0.71	·	4.1	-5.3	·	·	·	-19.8
17	Cc1cc(C)c(NC(=O)Cn2cc3c(n2)CCCC3)c(C)c1	·	·	87.3	·	·	-2.5	93.3	89.8	·
18	OC(C#CCN1CCOCC1)(c1ccccc1)C1CCCCC1 (stereo not drawn)	21.8	1.98	79.2	-12.6	4.7	-11.9	91.8	107.0	-10.9
19	COc1cccc(-c2nc(C(N)=O)c3[nH]c(=O)n(-c4cccc(Cl)c4)c3n2)c1OC	·	·	64.5	·	·	0.8	97.3	97.4	·
20	CCC(=O)c1ccc(N2CCN(C(=O)c3cc([N+](=O)[O-])ccc3N3CCN(C)CC3)CC2)c(F)c1	30.4	0.81	·	-22.9	22.5	·	·	·	·
21	Cc1ccc(C)c(/C(O)=C2\C(=O)C(=O)N(CCCn3ccnc3)C2c2ccncc2)c1 (stereo not drawn)	-27.7	0.81	99.6	-3.1	17.2	-9.5	93.9	106.6	-15.5
22	CCCCNC(=O)CC1Nc2ccccc2NC1=O (stereo not drawn)	·	·	92.1	·	·	14.0	102.3	98.2	·
23	CCCOc1ccc(S(=O)(=O)NCCN2CCOCC2)c2ccccc12	·	0.93	84.7	·	-1.6	-7.7	89.9	91.9	·
24	O=C(Nc1ccccc1Cl)c1c(F)c(F)c(F)c(F)c1F	32.5	-0.1	81.4	-6.3	15.7	13.3	101.3	97.7	12.5
25	CN(C)CCNC=C(C(=O)Nc1ccc(Cl)cc1Cl)C(=O)Nc1ccc(Cl)cc1Cl	0.7	0.14	·	-34.0	-27.1	·	·	·	5.7
26	C[C@H](CS)C(=O)N1CCC[C@H]1C(=O)O	·	·	96.2	·	·	0.5	97.5	96.3	·
27	O=C(Nn1cnnc1)C(c1ccccc1)c1ccccc1	-4.7	0.65	95.4	-2.9	-9.5	2.9	96.2	107.1	-1.2
28	COc1ccc(-n2c(-c3ccccc3)nc(=S)c3c2CCCC3)cc1	8.5	0.78	·	-0.8	-23.5	·	·	·	-4.7
29	Cc1ccc(-c2nc(Nc3ccccc3)n[nH]2)cc1	15.0	-1.01	79.7	-22.3	-11.8	5.2	70.4	102.9	-11.1
30	C=CCOc1ccc(CNc2nccs2)cc1OC	-5.3	0.21	98.7	7.2	32.1	-8.8	96.6	94.8	-10.0
31	COc1ccc(-n2c(SCC(=O)NNC(=O)c3ccccc3C)nnc2-c2ccncc2)cc1	-23.8	0.52	·	-17.2	53.4	·	·	·	-11.8
32	Cc1cc(Nc2ccc(C)c(Br)c2)n2nc(C)nc2n1	·	·	70.2	·	·	-6.2	95.8	96.7	·
33	COc1ccc(-c2cc(CCCC(=O)N3CCN(c4ccc(OC)cc4)CC3)no2)cc1	-5.7	·	70.1	-15.8	-2.4	-3.1	87.2	95.8	-8.4
34	OCCn1nc2c3ccccc3nc-2n(-c2ccccc2)c1=S	-13.1	0.55	76.2	-13.4	19.0	7.9	97.4	106.4	-19.2
35	NC1=NC(c2ccccc2Cl)n2c(nc3ccccc32)N1 (stereo not drawn)	11.4	-0.22	98.6	4.3	-15.5	3.9	97.7	101.8	-35.9
36	Cc1cc(-c2nnc(-c3ccccc3)c(-c3ccccc3)n2)c(C)o1	-27.5	-0.44	81.2	-20.6	-13.4	1.4	133.8	93.9	-8.4
37	Cc1cc2ncn(/N=C/c3ccc(-c4ccccc4)o3)c2cc1C	-9.0	-0.56	89.6	-12.5	-7.7	4.1	60.3	108.5	1.7
38	CCOC(=O)Cc1nnc(NC(=O)CSc2nnc3c4ccccc4n(C(C)C)c3n2)s1	·	0.73	80.9	·	·	-0.8	93.7	99.1	·
39	CSc1nnc(-c2ccc(Cl)cc2Cl)o1	12.3	1.06	101.7	3.7	-7.3	10.2	104.0	101.7	-14.3
40	CCN(CC)CCNC(=O)c1cc2c(-c3ccc(Cl)cc3)nn(C)c2s1	6.3	·	2.5*	2.3	-4.1	1.6	2.8*	21.3*	-3.7
41	COCCOC(=O)C1=C(C)NC(=O)NC1c1c(F)cccc1Cl (stereo not drawn)	16.2	0.09	91.0	-23.3	18.8	25.7[fluorescence artefact?]	95.6	98.9	48.3
42	Cc1nnc2sc(-c3cccc4ccccc34)nn12	24.1	0.56	94.8	-28.8	9.8	-3.3	47.9	91.6	-17.2
43	O=C(CN1C(=O)c2cccc3cccc1c23)Nc1ccccc1C(=O)NCc1ccco1	3.5	-0.35	69.6	-6.4	·	5.1[fluorescence artefact?]	89.1	96.5	-6.7
44	CCC(OC(=O)c1cccs1)C(=O)NCc1ccco1 (stereo not drawn)	4.5	-0.1	104.7	15.2	-8.5	-6.2	99.6	97.9	-32.4
45	N#CCC(CNc1ncc(C(F)(F)F)cc1Cl)OC(=O)c1ccc(Cl)cc1Cl (stereo not drawn)	10.4	0	·	16.9	-6.9	·	·	·	-24.5
46	Fc1ccc(NC(=S)NCCc2ccccc2)c(F)c1F	9.2	1.65	·	-7.8	40.6	·	·	·	-8.5
47	COc1ccc(CN(CC(=O)NCc2ccco2)C(=O)CCC(=O)Nc2ccccn2)cc1	5.3	0.09	76.5	-13.2	-10.0	17.6[fluorescence artefact?]	126.5	97.1	-35.9
48	O=C1CN2C(=Nc3ccc(Br)cc3C2c2ccccc2)CCN1 (stereo not drawn)	18.2	-0.75	84.2	0.6	-12.3	-19.9	98.1	99.7	7.3
49	CC(C)NC(=O)Cn1c(SCC(=O)N2c3ccccc3CC2C)nc2ccccc21 (stereo not drawn)	1.3	-0.84	92.1	-20.5	-8.9	6.3	96.9	92.9	-13.4
50	Fc1ccccc1COc1ccc(/C=N/n2cnnc2)cc1	11.3	0.12	90.8	-12.8	12.0	2.8	115.2	107.8	-44.5

Three entries from above, sorted by molar mass, lowest first.
item	Compound	VCAM1 TNFa inh	PTK2B oligo ant	H69AR growth 86K	cytoskel mod	HUVEC tox IL1B	Smad3 inh	HUVEC inhibit	Lung fibro prol	TNFa cytotox
28	COc1ccc(-n2c(-c3ccccc3)nc(=S)c3c2CCCC3)cc1	8.5	0.78	·	-0.8	-23.5	·	·	·	-4.7
49	CC(C)NC(=O)Cn1c(SCC(=O)N2c3ccccc3CC2C)nc2ccccc21 (stereo not drawn)	1.3	-0.84	92.1	-20.5	-8.9	6.3	96.9	92.9	-13.4
33	COc1ccc(-c2cc(CCCC(=O)N3CCN(c4ccc(OC)cc4)CC3)no2)cc1	-5.7	·	70.1	-15.8	-2.4	-3.1	87.2	95.8	-8.4

Further records.
item	Compound	VCAM1 TNFa inh	PTK2B oligo ant	H69AR growth 86K	cytoskel mod	HUVEC tox IL1B	Smad3 inh	HUVEC inhibit	Lung fibro prol	TNFa cytotox
51	CCN1C(=O)NC(c2cc(Br)ccc2OC)C(C(=O)OC)=C1C (stereo not drawn)	-11.0	-1.1	73.0	7.3	-38.8	-5.9	100.5	99.6	·
52	Cc1nccn1-c1c2c(c(C#N)c3nc4ccccc4n13)CCCC2	·	·	84.4	·	·	-1.1	91.0	101.3	·
53	COc1ccc(C2c3cc(OC)c(OC)cc3CCN2C2CC(=O)N(c3ccccc3)C2=O)cc1OC (stereo not drawn)	21.4	-0.98	91.7	-0.4	-2.7	1.5	106.1	95.2	-7.8
54	CCCCCCCC(=O)NN1CCOCC1	-3.7	0.04	·	-1.1	-4.6	·	·	·	-28.0
55	CCOc1cc(S(=O)(=O)N2CCC(Cc3ccccc3)CC2)c(OCC)cc1-n1cnnn1	·	0.27	83.5	·	·	23.2[fluorescence artefact?]	91.6	98.1	·
56	CC(C)CCNC(=O)C1CCN(S(=O)(=O)c2ccc3c(c2)CCC(=O)N3)CC1	12.0	·	90.3	7.5	2.4	11.7	103.1	108.0	-48.6
